# UDG counterscr = Primary qHTS assay for inhibitors of Activation Induced Cytidine Deaminase (AID): UDG Counterscreen signal | Uracil-DNA glycosylase | FRET deamination/UDG coupled assay, UDG read, 4 h | Potency, µM (highest dose often 115 µM), inactives show at the highest dose activity change, negative = inhibition, most hits filed as inhibitors | 91,000 tested, 0.14% active; further: nearly all actives have a fitted effect of over 65% in size
# AID inh = Primary qHTS assay for inhibitors of Activation Induced Cytidine Deaminase (AID): AID signal; AID deamination FRET fluorescence, UDG-coupled, 4 h; Potency, µM (series often up to 115 µM), without a hit: at the top dose activity change, negative = inhibition, usual class: inhibitors; 91,000 tested, 0.32% active; further: nearly all actives have a fitted effect of over 25% in size
# Target sequence (Q9GZX7 whole entry, looked up): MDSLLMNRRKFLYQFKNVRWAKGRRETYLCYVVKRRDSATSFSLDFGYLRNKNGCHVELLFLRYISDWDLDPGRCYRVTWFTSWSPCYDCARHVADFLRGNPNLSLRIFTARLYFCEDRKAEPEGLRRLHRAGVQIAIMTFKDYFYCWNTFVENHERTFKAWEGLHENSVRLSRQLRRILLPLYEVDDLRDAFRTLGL
# An asterisk follows results filed as active; ? = inconclusive; [ ] = another dose, or the depositor's remark. The call rests on the fitted dose curve; in most records, active means well fitted curve in the direction sought with a large enough effect; inconclusive means small, poorly fitted or top-dose-only effect, or another doubt; inactive means no such curve, though single readings can be large; an effect the other way counts as inactive or inconclusive. On the % scale 0 is the no-effect control and ±100 the full control effect; potency means the concentration at half of the fitted maximal effect.
SMILES,UDG counterscr,AID inh
O=C(CSc1ccc(-c2ccccn2)nn1)Nc1ccc(F)cc1F,0%,6%
CSc1ccc(CN(C)CC(=O)NC(=O)NCc2ccccc2)cc1,0%,-6%
CCN(CC)CCNC(=O)CSc1nc2nc(C)c(Cc3ccccc3)c(C)n2n1,-9%,5%
COc1ccccc1CNC(=O)C1CCN(Cc2cc3ccccc3n2Cc2cccc(C)c2)CC1,-23%[57.5 µM],-1%
Cc1ccc(CN(C(=O)COc2ccc(Cl)c(C)c2)c2ccccn2)o1,6%,-7%
Cc1ccc(C)c(CSc2ccc3nnc(CCNS(=O)(=O)c4ccccc4)n3n2)c1,25%,?
Cc1ccc(Cl)cc1N1CCN(C(=O)c2ccc(Cn3cncn3)cc2)CC1,-2%,-16%
Cc1ccc(-c2c(C(=O)NCc3ccc(F)cc3)oc(=O)c3ccccc23)cc1,1%,-9%
COc1ccccc1NC(=O)COC(=O)c1ccc2ccccc2n1,-10%,-11%
COC(=O)c1ccc(Nc2cc(C)nc3ccc(C)cc23)cc1,-4%,-17%
COc1ccc(N2CCN(c3ncnc4c3cnn4-c3ccc(F)cc3)CC2)cc1,35%[activator],1%
CC(=O)c1c(C)[nH]c(C(=O)CSc2nnc(C)s2)c1C,-3%,32%[activator]
COC(=O)c1cc(OC(=O)c2cc3ccccc3o2)cc(C(=O)OC)c1,-1%,-4%
C/C(=N/NC(=O)C1CC1)c1ccc(Cl)c(Cl)c1Cl,-2%,-8%
Cc1cc(Nc2cccc(C)c2C)c2ccc(C)c(C)c2n1,-26%,-23%
O=C(NCc1cccc(Cl)c1)c1cnc(N2CCCCC2)c2ccccc12,2%,3%
Cc1ccc2oc(-c3ccc(C)c(NC(=O)/C=C/c4ccc(Cl)cc4)c3)nc2c1,-7%,-9%
Cc1ccc(OCC(=O)Nc2nnc(S(=O)(=O)N3CCc4ccccc43)s2)cc1,-1%,?
O=C(NCCc1nc2ccccc2[nH]1)c1cccc(N2CCCN(Cc3ccccc3F)C2=O)c1,2%,-14%
COc1ccc(OC)c(CCNC(=O)CCCn2c(=O)c3cccn3c3ccc(F)cc32)c1,2%[57.5 µM],7%

# Part of the list above, with values under each structure:
# The line under a structure holds: UDG counterscr, AID inh
COc1ccccc1CNC(=O)C1CCN(Cc2cc3ccccc3n2Cc2cccc(C)c2)CC1
→ -23%[57.5 µM], -1%
Cc1ccc(CN(C(=O)COc2ccc(Cl)c(C)c2)c2ccccn2)o1
→ 6%, -7%
Cc1ccc(C)c(CSc2ccc3nnc(CCNS(=O)(=O)c4ccccc4)n3n2)c1
→ 25%, ?
Cc1ccc(Cl)cc1N1CCN(C(=O)c2ccc(Cn3cncn3)cc2)CC1
→ -2%, -16%
Cc1ccc(-c2c(C(=O)NCc3ccc(F)cc3)oc(=O)c3ccccc23)cc1
→ 1%, -9%
COc1ccccc1NC(=O)COC(=O)c1ccc2ccccc2n1
→ -10%, -11%

# Some values from the entries so far:
# AID inh result of CSc1ccc(CN(C)CC(=O)NC(=O)NCc2ccccc2)cc1 → -6%
# UDG counterscr result of CCN(CC)CCNC(=O)CSc1nc2nc(C)c(Cc3ccccc3)c(C)n2n1 → -9%
# AID inh result of C/C(=N/NC(=O)C1CC1)c1ccc(Cl)c(Cl)c1Cl → -8%

# Continuation.
SMILES,UDG counterscr,AID inh
Cc1c(Cc2ccccc2)c(=O)oc2c(C)c(OS(C)(=O)=O)ccc12,-2%,-5%
Cc1cc(O)c2c(c1)C(=O)c1cc(O)cc(O)c1C2=O,14%,43%[activator]
COc1cccc(CNC(=O)CN2CCCN(Cc3ccccc3)S2(=O)=O)c1,-5%,12%
O=C(Nc1ccc(Br)cc1F)c1cc2nc(-c3ccco3)cc(C(F)(F)Cl)n2n1,3%,14%
N#CC1=C(N)OC2=C(C(=O)CC(c3ccccc3)C2)C1c1ccc(F)cc1 (stereo not drawn),10%,-1%
CCCCCCCCS(=O)(=O)CCCCCl,-13%,-10%
Cc1nc(SC(C)C(=O)Nc2ccccc2C)cc(-c2ccccc2)n1 (stereo not drawn),11%,10%
CCCN(CCC)Cc1c(C)[nH]c2ccc(Br)cc2c1=O,-4%,6%
O=C(NCc1ccc2c(c1)CCN2C(=O)c1ccc(F)cc1)c1ccc(Br)o1,-6%,7%
O=C(NC1CCCCCC1)C1c2ccccc2C(=O)N1Cc1ccc(F)cc1 (stereo not drawn),-12%[57.5 µM],13%
CCN(CC)C(=S)Nc1c(C)cccc1C,0%,1%
CCN(CC)CCCNC(=O)C1CCN(S(C)(=O)=O)CC1,1%,-16%
CCOC(=O)Cc1ccc(NC(=O)N(C(C)C)C2CCN(C(C)=O)CC2)cc1,5%,-17%
Cc1cccc(Nc2ncnc3sccc23)c1C,-6%,-2%
CCC(=O)N1CCc2cc(CNC(=O)Cc3ccc(F)cc3)ccc21,4%,2%
CC1CCCN(C(=O)c2cc(-c3ccco3)nc3ccccc23)C1 (stereo not drawn),3%,-6%
CCOc1cc(CNCc2ccco2)ccc1OC,-11%,-7%
CCCCCCCCOc1ccc(C(CC(=O)c2ccccc2)CC(=O)c2ccccc2)cc1,-6%,-2%
COc1ccc(C(=O)c2cc3ccccc3o2)cc1OC,4%,-9%
O=C(O)c1ccc(C2Nc3ccccc3-c3nnc(SCc4ccc(Cl)cc4)nc3O2)cc1 (stereo not drawn),-5%,-11%

# The final six records of the section above open the next one:
SMILES,UDG counterscr,AID inh
CCC(=O)N1CCc2cc(CNC(=O)Cc3ccc(F)cc3)ccc21,4%,2%
CC1CCCN(C(=O)c2cc(-c3ccco3)nc3ccccc23)C1 (stereo not drawn),3%,-6%
CCOc1cc(CNCc2ccco2)ccc1OC,-11%,-7%
CCCCCCCCOc1ccc(C(CC(=O)c2ccccc2)CC(=O)c2ccccc2)cc1,-6%,-2%
COc1ccc(C(=O)c2cc3ccccc3o2)cc1OC,4%,-9%
O=C(O)c1ccc(C2Nc3ccccc3-c3nnc(SCc4ccc(Cl)cc4)nc3O2)cc1 (stereo not drawn),-5%,-11%
CN(C)C(=O)COc1ccccc1-c1nc(-c2ccccc2)no1,-3%,1%
Cc1noc(-c2ccc(N(C)Cc3ccccc3)c([N+](=O)[O-])c2)n1,-15%,?
COc1ccc(N/C=C/C(=O)c2ccc(Br)cc2)cc1Cl,-6%,3%
COC(=O)c1cc(S(=O)(=O)Nc2ccc(Cl)cc2F)c[nH]1,1%,5%
CCn1cc(C(=O)NCCc2ccc(C)cc2)c(=O)c2cc(S(=O)(=O)N3CCc4ccccc4C3)ccc21,-6%,53%[activator]
CN(C)CCNc1ccccc1,-6%,3%
Cc1ccccc1CN1C(=O)c2ccccc2Sc2ccc(C(=O)NCc3cccs3)cc21,-6%[57.5 µM],-12%
O=C(c1cccc(Cl)c1)n1nc(-c2ccco2)nc1NCc1cccs1,-10%,?
CSc1ccccc1NC(=O)c1ccc(C)c(C)c1,-2%,-10%
O=C(O)c1cccc2[nH]ncc12,1%,-1%
N#Cc1cnn(-c2ccc(NC(=O)c3ccc4[nH]c5c(c4c3)CCCC5)cc2)c1N,-2%,-6%
Cc1cccc(OCC(=O)N(Cc2ccc(C(C)(C)C)cc2)Cc2ccco2)c1,-1%[57.5 µM],?
CC1(C)C2CCC1(C(=O)Nc1ccc(F)c(F)c1)C(=O)C2 (stereo not drawn),3%,-3%
O=[N+]([O-])c1cc(S(=O)(=O)Nc2ccc(Cl)cc2)ccc1N/N=C/c1ccccc1Br,-8%,-9%
COc1ccc(C2/C(=C(\O)c3ccccc3)C(=O)C(=O)N2c2ccc(NC(C)=O)cc2)cc1 (stereo not drawn),1%,0%
Nc1nccnc1C(=O)NCc1cccnc1-n1cncn1,4%,-1%
Cc1ccc(C)c(NC(=O)C(=O)NCCc2csc(-c3cccc(F)c3)n2)c1,-8%,0%
CN(C)C(=O)c1cccc(C(F)(F)F)c1,-13%,-7%
Cc1cc(Br)ccc1NC(=O)C(C)C,-4%,-3%
NC(=O)CSc1ccc2c(c1)OCCO2,-6%,-5%
CCOc1ccc(-c2c(C)nn3c(C)c(C(=O)NCc4ccc(C)o4)cnc23)cc1OCC,3%,4%
CN(C)CCN(Cc1ccco1)C(=O)c1oc2ccccc2c1NC(=O)c1cccc(F)c1,-14%,-12%
Cc1cccc(N(C)S(=O)(=O)c2c(C(=O)N3CCCCCC3)c(C)n(C)c2C)c1,-5%,-13%
CCCOC1(C(F)(F)F)NC(=O)N(c2cccc(Cl)c2)C1=O (stereo not drawn),2%,5%
CCCN1C(C(=O)c2ccccc2)=C(OC(=O)c2ccc(C)cc2)c2ccccc2S1(=O)=O,2%,-6%
CCN(CCCNC(=O)c1ccc(Sc2ccc(F)cc2)c(NC(C)=O)c1)c1ccccc1,-9%,?
COc1ccc(NCc2nc3ccccc3n2CCOc2ccc(C)cc2)cc1,-5%,?
Cc1c2cnn(CC(=O)Nc3cccc(C(F)(F)F)c3)c(=O)c2c(C)n1Cc1ccccc1Cl,-9%,-24%
COc1ccc(S(=O)(=O)Nc2cccc(-c3ccc(N4CCCCCC4)nn3)c2)c(OC)c1,0%,-8%
CN1CCSc2ccc(C(=O)NCc3ccccc3)cc21,5%,-9%
CC(C)CCOc1ccc(C2N=C(N)Nc3nc4ccccc4n32)cc1 (stereo not drawn),16%,1%
CCOC(=O)c1ccc2ncc(C(=O)OCC)c(Nc3ccccc3CC)c2c1,-7%,?
COc1cc(NC(=O)C2CCN(S(=O)(=O)Cc3ccccc3)CC2)c(OC)cc1Cl,19%,9%
COc1ccc(S(=O)(=O)N2CCC(N3CCN(Cc4ccccc4)C(=O)C3=O)CC2)cc1,32%[activator],-21%
O=C(C1CCC(CNS(=O)(=O)c2ccc(Br)s2)CC1)N1CCN(c2ccccc2)CC1 (stereo not drawn),-6%[57.5 µM],8%
CCOC(=O)c1c(NC(=O)COc2ccc(Cl)cc2C)sc2c1CCCCC2,5%,6%
NCc1ccccc1-c1ccc(CN2CCCC2)cc1,-2%,-2%
Cc1ccc(F)c(Nc2ncnc3c2oc2ccccc23)c1,5%,-3%
O=C(NCCc1cccc(Cl)c1)c1ccncc1,-12%,-5%
Cc1cc(Br)ccc1NC(=O)c1ccc2c(Cl)c3c(nc2c1)CCC3,-5%,14%

# Profiles, looked up by structure. Values in the order: UDG counterscr | AID inh
# CCN(CCCNC(=O)c1ccc(Sc2ccc(F)cc2)c(NC(C)=O)c1)c1ccccc1 in the list: -9% | ?
# O=C(C1CCC(CNS(=O)(=O)c2ccc(Br)s2)CC1)N1CCN(c2ccccc2)CC1 (stereo not drawn) in the list: -6%[57.5 µM] | 8%

# More results.
SMILES,UDG counterscr,AID inh
Cc1cc(C)c(NC(=O)CN(C)S(=O)(=O)c2ccc3c(c2)c(=O)n(C)c(=O)n3C)c(C)c1,1%,-4%
COc1ccc(CCNC(=O)c2cnc3ccc(C)cn3c2=O)cc1,-4%,10%
Cc1nc2sccn2c(=O)c1S(=O)(=O)NCc1ccc(F)cc1,0%,6%
Cc1c(-c2ccccc2)[o+]c2ccccc2c1C#Cc1ccccc1,-12%,-10%
Cc1nnc2c(N3CCN(c4ccccc4F)CC3)nc3ccc(C(=O)c4ccccc4)cc3n12,-11%,2%
Cc1nnc(N2C(=O)C(O)=C(C(=O)c3cccs3)C2c2ccc(C(C)(C)C)cc2)s1 (stereo not drawn),0%,56%[activator]
CCOC(=O)C(C)Oc1cccc2c(=O)n(CC(=O)Nc3ccc4c(c3)OCCO4)ccc12 (stereo not drawn),4%,17%
Cc1ccc2c(CC(=O)Nc3ccc(S(=O)(=O)N4CCCCC4C)cc3)coc2c1 (stereo not drawn),-24%,-27%
COc1ccc(-n2nc3c(N4CCC(C(=O)NC5CCCCC5)CC4)nnc(C)c3c2C)cc1,4%,?
CCOc1cc(C=O)ccc1OCc1ccccc1,-2%,-11%
Cc1cccnc1NC(=O)c1ccc2nc(C)c(C)nc2c1,2%,36%[activator]
CC1=C(c2ccc(C)c(C)c2)S(=O)(=O)N(Cc2ccc(C(=O)NCc3ccc(C)cc3)cc2)C1=O,-19%,?
CCCn1c(CCC(=O)Nc2cc(OC)cc(OC)c2)nc2cccnc21,2%,-17%

# These rows are one share of the data. The share of hits here may be higher or lower than overall.
